ROS inducer: raises reactive oxygen species in U2OS cancer cells; U2OS ROS induction, H2DCF-DA fluorescence; ROS induction (% of piperlongumine), % at 10 µM; 46,000 compounds, 2% hits; AID 624156; in the data active = ROS induction above about 79%, passing the limit was not always enough; inconclusive = no clear call, values can overlap the other calls;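 also: 0% = DMSO vehicle median and 100% = reference compound median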
The depositor's hits bear a star; ? = inconclusive.

> Cc1cc(Cl)c(S(N)(=O)=O)cc1OCC(=O)NC1CCCCC1
  ROS inducer = -2
> COc1ccc(NC(=O)N(C)C[C@H]2Oc3ccc(NS(=O)(=O)c4c(C)noc4C)cc3C(=O)N([C@H](C)CO)C[C@H]2C)cc1
  ROS inducer = 1
> C[C@H](CO)N1C[C@H](C)[C@@H](CN(C)S(=O)(=O)c2ccccc2)Oc2c(NC(=O)c3ccc(-c4nccs4)cc3)cccc2C1=O
  ROS inducer = 5
> COc1ccc(S(=O)(=O)N(C)CC(=O)NC2CCCCC2)cc1Cl
  ROS inducer = -17
> CCOC(=O)N1C(=O)c2ccccc2NC1(C(F)(F)F)C(F)(F)F
  ROS inducer = 28
> COC(=O)COc1cccc(NC(=O)c2ccc(Br)cc2)c1
  ROS inducer = 20
> O=C(CCCCCCC(=O)Nc1ccccc1O)N/N=C/c1cccc(OCCO)c1
  ROS inducer = 9
> COc1cc(OC)c(NC(=O)CSc2nnc(-c3ccncc3)n2-c2ccccc2)cc1Cl
  ROS inducer = 7
> C[C@H]1CN([C@@H](C)CO)C(=O)CCCn2nncc2CO[C@@H]1CN(C)C(=O)c1ccncc1
  ROS inducer = 37
> Cc1ccc(S(=O)(=O)NC(=O)N2CCCN(C(=O)OC(C)(C)C)CC2)cc1
  ROS inducer = 11
> C[C@H](CO)N1C[C@H](C)[C@H](CN(C)C(=O)C2CCCCC2)OCc2cnnn2CCCC1=O
  ROS inducer = -14
> COC(=O)c1c(NC(=O)COc2cccc(Cl)c2)sc2c1CCC2
  ROS inducer = 7
> C[C@@H]1CN([C@@H](C)CO)C(=O)Cc2cc(NS(=O)(=O)c3cn(C)cn3)ccc2O[C@@H]1CN(C)C(=O)Nc1ccc(C(F)(F)F)cc1
  ROS inducer = 4
> CSc1nnc2nc(C)cc(C)n12
  ROS inducer = -14
> COc1ccc(NC(=O)N(C)C[C@H]2Oc3ccc(NC(=O)CCC(F)(F)F)cc3CC(=O)N([C@@H](C)CO)C[C@@H]2C)cc1
  ROS inducer = -8
> O=C(NCCN1CCOCC1)c1cc2cc(Br)ccc2oc1=O
  ROS inducer = -22
> CCOC(=O)CSc1nc(C)cs1
  ROS inducer = -14
> COc1ccc(NC(=O)Nc2ccc3c(c2)C(=O)N([C@@H](C)CO)C[C@H](C)[C@H](CN(C)C(=O)Nc2ccc4c(c2)OCO4)O3)cc1
  ROS inducer = -3
> C[C@H](CO)N1C[C@H](C)[C@@H](CN(C)C(=O)NC2CCCCC2)Oc2ccc(NC(=O)C3CCCCC3)cc2C1=O
  ROS inducer = 16
> Cc1noc(C)c1NC(=O)Nc1ccc2c(c1)C(=O)N([C@H](C)CO)C[C@H](C)[C@H](CN(C)S(=O)(=O)c1ccccc1)O2
  ROS inducer = -4
> O=C(CSCC(=O)Nc1ccccc1Oc1ccccc1)Nc1ccc2ccccc2c1
  ROS inducer = 13
> CCOc1cc(/C=N/NC(=O)c2cccc(C(=O)NO)c2)ccc1O
  ROS inducer = 5
> Cc1cc(Cl)c(S(=O)(=O)N2CCSCC2)cc1OCC(N)=O
  ROS inducer = 8
> C[C@H]1CN([C@@H](C)CO)C(=O)c2cccc(NS(C)(=O)=O)c2O[C@H]1CN(C)S(=O)(=O)c1cccs1
  ROS inducer = 1
> CS(=O)(=O)N(CC(=O)Nc1ccc(Cl)c(C(F)(F)F)c1)c1cccc([N+](=O)[O-])c1
  ROS inducer = 8

Ordered by length of the SMILES (ascending): some entries from above
> CSc1nnc2nc(C)cc(C)n12
  ROS inducer = -14
> Cc1ccc(S(=O)(=O)NC(=O)N2CCCN(C(=O)OC(C)(C)C)CC2)cc1
  ROS inducer = 11
> C[C@H]1CN([C@@H](C)CO)C(=O)CCCn2nncc2CO[C@@H]1CN(C)C(=O)c1ccncc1
  ROS inducer = 37
> Cc1noc(C)c1NC(=O)Nc1ccc2c(c1)C(=O)N([C@H](C)CO)C[C@H](C)[C@H](CN(C)S(=O)(=O)c1ccccc1)O2
  ROS inducer = -4
> C[C@H](CO)N1C[C@H](C)[C@@H](CN(C)S(=O)(=O)c2ccccc2)Oc2c(NC(=O)c3ccc(-c4nccs4)cc3)cccc2C1=O
  ROS inducer = 5

Part of the list above, in CSV form.
smiles,ROS inducer
C[C@H](CO)N1C[C@H](C)[C@@H](CN(C)S(=O)(=O)c2ccccc2)Oc2c(NC(=O)c3ccc(-c4nccs4)cc3)cccc2C1=O,5
COc1ccc(S(=O)(=O)N(C)CC(=O)NC2CCCCC2)cc1Cl,-17
CCOC(=O)N1C(=O)c2ccccc2NC1(C(F)(F)F)C(F)(F)F,28
COC(=O)COc1cccc(NC(=O)c2ccc(Br)cc2)c1,20
O=C(CCCCCCC(=O)Nc1ccccc1O)N/N=C/c1cccc(OCCO)c1,9
COc1cc(OC)c(NC(=O)CSc2nnc(-c3ccncc3)n2-c2ccccc2)cc1Cl,7

(cont.)
> C[C@H](CO)N1C[C@H](C)[C@@H](CN(C)C(=O)Nc2ccccc2)Oc2ccc(N(C)C)cc2C1=O
  ROS inducer = 19
> C[C@@H]1CCCCO[C@H](CN(C)Cc2ccc(C(=O)Nc3ccccc3N)cc2)[C@@H](C)CN([C@H](C)CO)C(=O)c2cc(NS(C)(=O)=O)ccc2O1
  ROS inducer = 4
> Cc1noc(C)c1S(=O)(=O)Nc1ccc2c(c1)CC(=O)N([C@H](C)CO)C[C@@H](C)[C@@H](CN(C)S(=O)(=O)c1ccc(Cl)cc1)O2
  ROS inducer = -5
> CC(C)NC(=O)Nc1ccc2c(c1)CC(=O)N([C@@H](C)CO)C[C@H](C)[C@H](CN(C)C(=O)Nc1ccc(C(F)(F)F)cc1)O2
  ROS inducer = -18
> C[C@@H]1CN([C@@H](C)CO)C(=O)c2cccc(NC(=O)C3CC3)c2O[C@@H]1CN(C)CC1CC1
  ROS inducer = -6
> Cc1sc2ncnc(N3CCN(c4cccc(C(F)(F)F)c4)CC3)c2c1C
  ROS inducer = 16
> C[C@@H]1CN([C@H](C)CO)C(=O)Cc2cc(NC(=O)Cc3cn(C)c4ccccc34)ccc2O[C@H]1CN(C)C(=O)Nc1ccc(C(F)(F)F)cc1
  ROS inducer = -7
> O=C(Nc1ccc(F)cc1)N1CCC2(CC1)C(=O)NCN2c1ccccc1
  ROS inducer = -12
> C[C@H](CO)N1C[C@H](C)[C@H](CN(C)C(=O)Nc2ccccc2)Oc2ccc(NC(=O)CCC(F)(F)F)cc2C1=O
  ROS inducer = 0
> C[C@@H]1O[C@@H](O[C@H]2[C@@H]3C=CO[C@@H](O[C@@H]4O[C@H](CO)[C@@H](O)[C@H](O)[C@H]4O)[C@@H]3[C@@]3(CO)O[C@@H]23)[C@H](OC(=O)/C=C/c2ccc(O)cc2)[C@H](O)[C@H]1O
  ROS inducer = 1
> CCCCc1c(C)nc2ccc(OC)cc2c1SCC(=O)O
  ROS inducer = 9
> O=c1c2c(-c3ccccc3)csc2nc2n1CCC2
  ROS inducer = -6
> CC1Sc2cc(S(=O)(=O)NCCc3ccccc3)ccc2NC1=O (stereo unspecified)
  ROS inducer = 19
> C[C@@H]1CN([C@@H](C)CO)C(=O)Cc2cc(NC(=O)NC3CCCCC3)ccc2O[C@@H]1CN(C)CC1CCCCC1
  ROS inducer = -2
> CC(C)(C)c1csc(=Nc2ccc(F)cc2F)o1
  ROS inducer = 8
> CC(=O)N1CC(C)Sc2cc(S(=O)(=O)N3CCCCC3)ccc21 (stereo unspecified)
  ROS inducer = 1
> Cc1ccc(S(=O)(=O)Nc2cccc3c2O[C@H](CN(C)C)[C@@H](C)CN([C@H](C)CO)C3=O)cc1
  ROS inducer = -5
> COc1ccc([N+](=O)[O-])cc1NC(=O)C(CC(C)C)N1C(=O)c2ccccc2C1=O (stereo unspecified)
  ROS inducer = 13
> C[C@H](CO)N1C[C@H](C)[C@@H](CN(C)Cc2ccncc2)Oc2c(NC(=O)C3CCCCC3)cccc2C1=O
  ROS inducer = 18
> C[C@@H]1CN([C@H](C)CO)C(=O)Cc2cc(NC(=O)Cn3cnnn3)ccc2O[C@@H]1CN(C)S(=O)(=O)c1ccc(F)cc1
  ROS inducer = 4
> Cc1nc(S(=O)(=O)N[C@@H]2CCN(Cc3ccc(OCCO)cc3)C2)cn1C
  ROS inducer = 4
> C[C@@H]1CN([C@H](C)CO)C(=O)c2cccc(NC(=O)Nc3ccc(F)cc3)c2O[C@@H]1CN(C)C(=O)Nc1cccc2ccccc12
  ROS inducer = 6
> Cc1cc(C)c2oc(-c3ccc(NC(=O)COc4ccc(Br)cc4)cc3O)nc2c1
  ROS inducer = 0
> CNC(=O)C(C)n1nc(C)c2sc3ccccc3c2c1=O (stereo unspecified)
  ROS inducer = 15
> COC1CC(OC(O)C(O)C(O)C(O)C(O)CO)c2c(cc3cc(C)oc(=O)c3c2O)OC1=O (stereo unspecified)
  ROS inducer = -8

> O=c1c(-c2ccccc2)[n+]([O-])c2ccccc2n1OCc1ccccc1
  ROS inducer = 9
> CCC(C(=O)NCc1cc(Br)ccc1OC)n1nc(C)n2c(cc3occc32)c1=O (stereo unspecified)
  ROS inducer = -8
> Cc1ccc(S(=O)(=O)N(C)C[C@H]2Oc3ccc(NS(=O)(=O)c4cn(C)cn4)cc3CC(=O)N([C@H](C)CO)C[C@H]2C)cc1
  ROS inducer = 40
> NNC(=S)NC1CCCCCCCCCCC1
  ROS inducer = -20
> C[C@@H]1CN([C@H](C)CO)C(=O)c2cccc(NC(=O)NC3CCCCC3)c2O[C@H]1CN(C)C(=O)Nc1cccc2ccccc12
  ROS inducer = 6
> Nc1ccc(C(=O)N2CCOCC2)cc1
  ROS inducer = -12
> C[C@@H]1CCCCO[C@@H](CN(C)C(=O)Nc2ccc(F)cc2)[C@@H](C)CN([C@H](C)CO)C(=O)c2cc(NC(=O)Nc3ccccc3)ccc2O1
  ROS inducer = 22
> C[C@H]1CN([C@@H](C)CO)C(=O)c2cccc(NC(=O)C3CC3)c2O[C@@H]1CN(C)C
  ROS inducer = -3
> C[C@@H]1CN([C@@H](C)CO)C(=O)c2cc(NC(=O)Nc3ccc(C(F)(F)F)cc3)ccc2O[C@H]1CN(C)Cc1ccccc1
  ROS inducer = 4
> CS(=O)(=O)N(CC(=O)NC1CCCCC1)c1ccc2c3c(cccc13)CC2
  ROS inducer = -8
> CC(=O)OC[C@]12CCC(C)=CC1O[C@@H]1[C@H](O)[C@@H](O[C@H]3O[C@H](CO)[C@@H](O)[C@H](O)[C@H]3O)[C@@]2(C)C12CO2 (stereo partly specified)
  ROS inducer = -8
> COc1ccc([Si](C)(C)[C@@H]2[C@@H](CCO)O[C@]3(C(=O)N(Cc4cccc(N5CCCCC5=O)c4)c4ccccc43)[C@H]2C)cc1
  ROS inducer = ?
> C[C@@H]1CCCCO[C@H](CN(C)S(C)(=O)=O)[C@@H](C)CN([C@H](C)CO)C(=O)c2cc(NS(=O)(=O)c3cn(C)cn3)ccc2O1
  ROS inducer = -12
> N#CCCN(CCC#N)C(=O)c1cccc([N+](=O)[O-])c1
  ROS inducer = -8
> O=C(CSCc1nc2ccccc2[nH]1)Nc1cccc(C(F)(F)F)c1
  ROS inducer = -4
> O=C(Nc1cc(Cl)cc(Cl)c1)N1CCC(n2cccc2)CC1
  ROS inducer = -4
> CS(=O)(=O)N(CC(=O)Nc1cc(C(F)(F)F)ccc1Cl)c1ccc(I)cc1
  ROS inducer = 0
> O=C(NCc1ccco1)c1ccc(NC(=O)c2cccs2)cc1
  ROS inducer = 11
> COc1ccc(S(=O)(=O)Nc2ccc3c(c2)CC(=O)N([C@H](C)CO)C[C@@H](C)[C@@H](CN(C)Cc2ccc(Cl)c(Cl)c2)O3)cc1
  ROS inducer = 19
> O=C1c2c(O)cc(O)cc2OC(c2ccc(O)cc2)C1C1C(=O)c2c(O)cc(O)cc2OC1c1ccc(O)cc1 (stereo unspecified)
  ROS inducer = 12
> COc1cc(OC)cc(C(=O)N2CCN=C2c2ccccc2)c1
  ROS inducer = 2
> C[C@H]1CN([C@@H](C)CO)C(=O)c2cccc(NC(=O)Nc3ccc4c(c3)OCO4)c2O[C@H]1CN(C)S(=O)(=O)c1cccs1
  ROS inducer = 14
> Cc1ccc(S(=O)(=O)Nc2ccc3c(c2)CC(=O)N([C@@H](C)CO)C[C@H](C)[C@@H](CN(C)S(=O)(=O)c2ccc(Cl)cc2)O3)cc1
  ROS inducer = 36
> CO[C@H]1C(=O)c2c(O)c(CC=C(C)C)c(O)c(CC=C(C)C)c2O[C@@H]1c1ccc(O)cc1
  ROS inducer = 21
> O=C(c1ccccc1)N1CCN(c2ccc([N+](=O)[O-])c(NCc3cccnc3)c2)CC1
  ROS inducer = 59

> Cc1ccc(Cl)cc1NC(=O)CC(C(=O)O)N1CCNCC1 (stereo unspecified)
  ROS inducer = -9
> C[C@H](CO)N1C[C@H](C)[C@@H](CN(C)C)Oc2ccc(NS(=O)(=O)c3cn(C)cn3)cc2C1=O
  ROS inducer = 9
> CCc1ccc(NC(=S)N(CCN2CCOCC2)Cc2ccccc2F)cc1
  ROS inducer = 18
> O=C1O[C@H](c2ccccc2)[C@H](c2ccccc2)N2[C@H]1[C@@H](C(=O)O)[C@]1(C(=O)Nc3ccc(C#CC4(O)CCCCCC4)cc31)[C@H]2c1ccc(O)cc1
  ROS inducer = -4

Source: PubChem

An excerpt. The share of hits here may be higher or lower than overall.
